HCMV antiviral: blocks human cytomegalovirus replication; activity change, negative = inhibition, % at 57.5 µM; HFF cells, HCMV-luciferase reporter, 72 h; hits give low values; AID 1259415; 4.5% of 410,000 active; in the data active means activity change below about -60%; inconclusive means no clear call, values can overlap the other calls; inactive means above about -39%
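Two compound doses tested in HFFs infected with HCMV-luciferase, MOI 1 PFU/cell, 72 h at 37C. Lysate luminescence read with OneGlo; data normalized against buffer-only and 10uM Salinomycin inhibitor controls.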
AmpC detergent: inhibitors of E. coli AmpC beta-lactamase with detergent | 0.041% of 370,000 active | P00811 | Potency, µM (titrated, usually from 114 µM), for the others: at the highest dose activity change, negative = inhibition, most hits filed as inhibitors | AID 485294 | AmpC hydrolysis of nitrocefin, absorbance 480 nm, 0.01% Triton; active means well fitted inhibition curve with a large enough effect; inconclusive means small, poorly fitted or top-dose-only effect;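 further: potency means the concentration at half of the fitted maximal effect; 0% = no-compound wells and -100% = no-enzyme wells; nearly all actives have a fitted effect of over 25% in size; some results filed as inactive show a strong effect at the top dose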
Target sequence (P00811 whole entry, looked up): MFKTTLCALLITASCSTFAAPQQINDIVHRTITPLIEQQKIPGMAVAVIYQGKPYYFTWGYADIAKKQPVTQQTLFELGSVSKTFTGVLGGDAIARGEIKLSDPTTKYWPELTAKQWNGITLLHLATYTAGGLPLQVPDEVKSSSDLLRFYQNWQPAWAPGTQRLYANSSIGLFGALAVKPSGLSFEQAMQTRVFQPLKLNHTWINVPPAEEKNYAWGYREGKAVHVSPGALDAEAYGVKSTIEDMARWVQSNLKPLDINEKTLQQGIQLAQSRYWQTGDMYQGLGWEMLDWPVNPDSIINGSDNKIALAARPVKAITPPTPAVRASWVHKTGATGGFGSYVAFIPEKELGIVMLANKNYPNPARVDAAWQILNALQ
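AmpC (5.3 nM in the dispensed reagent) in 20 mM phosphate pH 7.0 with 0.01% (detergent screen) or 0.0001% Triton X-100 was preincubated with compounds for 15 min at room temperature. Nitrocefin was then added from an 800 uM solution, and hydrolysis was followed at 480 nm.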
Starred values were filed as active, the others as inactive; ? = inconclusive. Unless noted, on the % scale 0 is the no-effect control and ±100 the full control effect.

SMILES	HCMV antiviral	AmpC detergent
O=C(NCC(c1ccco1)S(=O)(=O)c1ccc(Cl)cc1)c1ccc(C(F)(F)F)cc1 (stereo not given)	-23	-2%
Cc1ccc(CNC(=O)c2ccc(CSCc3ccc(Cl)cc3)o2)cc1	25	10%
Cc1ccc(-c2noc(-c3cccnc3NCc3ccco3)n2)cc1	56	-1%
CCC1CCCCN1C(=O)CCS(=O)(=O)c1cc2c(cc1C)NC(=O)CO2 (stereo not given)	-11	9%
CCOC(=O)c1sc2ccccc2c1S(=O)(=O)N1CCN(c2cccc(C)c2C)CC1	7	7%
CCc1ccccc1NC(=O)CN1C(=O)c2cccnc2Sc2ccccc21	6	-8%
COc1ccc(C(=O)NCC(c2ccc3c(c2)OCO3)N2CCN(C)CC2)cc1OC (stereo not given)	30	7%
O=C(NC1(C(F)(F)F)C(=O)Nc2c1c(=O)[nH]c(=O)n2-c1ccc(F)cc1)c1ccccc1 (stereo not given)	5	-4%
CC(C)CCOc1ccc(Oc2nc(N(C)C)nc(N(C)C)n2)nn1	129	4%
COc1ccc(-c2[nH]ncc2C(=O)NCc2cccc(F)c2)cc1	2	15%
Cc1ccc2nc(NC(=O)c3nc(SCc4ccccc4C)ncc3Cl)sc2c1	-2	3%
CC(=O)Nc1ccc(NC(=O)c2oc3ccc4c(c3c2C)C(=O)CC(C)(C)O4)cc1	24	9%
CCCCCCn1c(CNC(=O)c2ccccc2)nc2ccccc21	5	13%
CCOc1ccccc1C(=O)N1CCc2cc(OC)c(OC)cc2C1COc1ccc(OC)cc1 (stereo not given)	23	7%
CCOC(=O)c1c(NC(=O)c2cc(CC)on2)sc(C(C)=O)c1C	0	15%
COc1ccc(-c2cc3c(=O)n(CC(=O)Nc4ccc(Br)c(C)c4)ccn3n2)cc1OC	22	13%
Cc1nn(CC(=O)Nc2ccc(OC(F)(F)F)cc2)c(=O)c2c(C)n(-c3ccc(Cl)cc3)nc12	9	13%
COc1cc(OC)cc(C(=O)Nc2ccc(-c3nc4cc(C(C)C)ccc4o3)cc2)c1	?	9%
Cc1ccc2c(=O)cc(C(=O)Nc3ccc(S(=O)(=O)N4CCCCC4)cc3)oc2c1	25	5%
CC1=C(C(=O)Nc2ccc(C)cc2Cl)C2(CCCCCC2)OC1=O	0	6%
CCC1CN(C(=O)Nc2ccc(Br)cc2F)c2ccccc2S1 (stereo not given)	?	15%
COCCCNC(=O)c1c(NC(=O)Cc2coc3cc(C)ccc23)sc2c1CCCC2	?	14%
Cc1ccc(-c2noc(-c3ccc(N4CCCCC4)c([N+](=O)[O-])c3)n2)cc1	-34	22%
Cc1cc(Br)ccc1NC(=O)C(NS(=O)(=O)c1cccs1)c1ccccc1 (stereo not given)	-6	-9%
Cc1cc(C)cc(NC(=O)c2cc(S(=O)(=O)N3CCc4ccccc43)cn2C)c1	-20	5%
CSc1ncc(C(=O)NCc2cccc(F)c2)c(-c2ccccc2)n1	-19	4%
Cc1cccc(-n2ccnc2SCC(=O)Nc2ccccc2C(F)(F)F)c1	-12	-2%
CCN(CC)S(=O)(=O)c1ccc2c(c1)N(CC(=O)Nc1ccccc1F)C(=O)C1CCCN21 (stereo not given)	-14	15%
O=c1c(-c2cc(-c3ccccc3)nc3c2COc2ccc(Cl)cc2-3)coc2ccc(F)cc12	17	-1%
Cc1cccc(C)c1-n1ncc(C(=O)NCCCN2CCCCC2)c1C1CCN(C(=O)OC(C)(C)C)CC1	?	7%

The last 2 records of the part before open the next one:
SMILES	HCMV antiviral	AmpC detergent
O=c1c(-c2cc(-c3ccccc3)nc3c2COc2ccc(Cl)cc2-3)coc2ccc(F)cc12	17	-1%
Cc1cccc(C)c1-n1ncc(C(=O)NCCCN2CCCCC2)c1C1CCN(C(=O)OC(C)(C)C)CC1	?	7%
O=C(Cn1c(SCCOc2ccc(Cl)cc2)nc2ccccc21)N1CCCCC1	-15	-3%
Cc1ccccc1Nc1c(-c2ccc(Cl)s2)nc2cccc(C)n12	0	14%
COc1cccc(CNC(=O)CCS(=O)(=O)c2cc3c4c(c2)CCN4C(=O)CC3)c1	-4	3%
Cc1c(Cl)cccc1NC(=O)NCc1c(-n2cccc2)sc2c1CCCC2	5	5%
Cc1ccc(-n2c(=O)c3cccnc3n2CC(=O)Nc2ccccc2C(F)(F)F)cc1C	-5	0%
CCOCCCNc1nc2cc(OC)c(OC)cc2c2nc(-c3ccccc3)nn12	-9	18%
Cc1ccc(C(=O)/C=C/c2cn(CC(O)CN3CCCCCC3)c3ccccc23)cc1 (stereo not given)	-39	18%
CCCSc1ncc(Cl)c(C(=O)Nc2ccc(S(=O)(=O)N3CCC(C)CC3)cc2)n1	-37	12%
Cc1ccc2nc(-c3c[nH]c4ccccc34)c(Nc3ccccc3)n2c1	83	2%
CCOc1ccc(-c2nonc2NC(=O)COc2c(C)cc(C)cc2C)cc1OCC	-18	8%
Cc1cc(NS(=O)(=O)c2ccc(NC(=O)COc3ccc(Cl)cc3)cc2)nc(C)n1	-4	-7%
COc1ccccc1Cc1nc2ccccc2nc1SCC(=O)N1CCCc2ccccc21	8	22%
CCOC(=O)c1ccc(N2C(=O)c3n[nH]c(-c4cccs4)c3C2c2cccc(F)c2)cc1 (stereo not given)	5	?
COc1ccc(N2CCN(C(=O)c3ccc4c(c3)N(Cc3ccc(F)cc3)C(=O)c3ccccc3S4=O)CC2)cc1 (stereo not given)	-30	15%
O=C(CCCN1C(=O)C(c2ccccc2)Oc2cccnc21)Nc1ccc(Br)cc1F (stereo not given)	-105*	2%

Twelve structures already listed, sorted by SMILES length, rising.
SMILES	HCMV antiviral	AmpC detergent
Cc1ccccc1Nc1c(-c2ccc(Cl)s2)nc2cccc(C)n12	0	14%
Cc1c(Cl)cccc1NC(=O)NCc1c(-n2cccc2)sc2c1CCCC2	5	5%
O=C(Cn1c(SCCOc2ccc(Cl)cc2)nc2ccccc21)N1CCCCC1	-15	-3%
COc1ccccc1Cc1nc2ccccc2nc1SCC(=O)N1CCCc2ccccc21	8	22%
CCOc1ccc(-c2nonc2NC(=O)COc2c(C)cc(C)cc2C)cc1OCC	-18	8%
O=C(CCCN1C(=O)C(c2ccccc2)Oc2cccnc21)Nc1ccc(Br)cc1F (stereo not given)	-105*	2%
Cc1ccc(C(=O)/C=C/c2cn(CC(O)CN3CCCCCC3)c3ccccc23)cc1 (stereo not given)	-39	18%
Cc1ccc(-n2c(=O)c3cccnc3n2CC(=O)Nc2ccccc2C(F)(F)F)cc1C	-5	0%
Cc1cc(NS(=O)(=O)c2ccc(NC(=O)COc3ccc(Cl)cc3)cc2)nc(C)n1	-4	-7%
O=c1c(-c2cc(-c3ccccc3)nc3c2COc2ccc(Cl)cc2-3)coc2ccc(F)cc12	17	-1%
Cc1cccc(C)c1-n1ncc(C(=O)NCCCN2CCCCC2)c1C1CCN(C(=O)OC(C)(C)C)CC1	?	7%
COc1ccc(N2CCN(C(=O)c3ccc4c(c3)N(Cc3ccc(F)cc3)C(=O)c3ccccc3S4=O)CC2)cc1 (stereo not given)	-30	15%

Later entries.
SMILES	HCMV antiviral	AmpC detergent
COc1ccc(C(=O)Nc2nc3ccc(S(=O)(=O)N4CCCC4)cc3s2)cc1	-5	2%
CCCCOc1ccc(S(=O)(=O)Nc2cccc(-c3ccc(N4CCOCC4)nn3)c2)cc1	86	?
Cc1cc(C)cc(Oc2nc3c(c(=O)n(C)c(=O)n3C)n2Cc2ccc(F)cc2)c1	3	3%
Cc1oc(-c2cccc(Cl)c2)nc1CN1CCC(C(=O)NCCCN2CCN(c3ccccc3F)CC2)CC1	-22	19%
CCc1ccc(OCC(=O)Nc2c(C(=O)c3ccccc3)oc3ccccc23)cc1	12	22%
Cc1ccc(-c2cc3nccc(-c4cc([N+](=O)[O-])ccc4O)n3n2)cc1	-63*	-3%
CCSc1nnc2c(n1)OC(CC)N(C(C)=O)c1ccccc1-2 (stereo not given)	11	-8%
Cc1cc(C)cc(C(=O)Nc2ccc(-c3cn4cccnc4n3)cc2)c1	?	12%
COc1cc(OC)cc(C(=O)Nc2cc3nn(-c4ccccc4)nc3cc2Cl)c1	99	-13%
Cc1cc(C)cc(NC(=O)C2CCCN(C(=O)c3cnn(-c4ccccc4)c3-n3cccc3)C2)c1 (stereo not given)	-26	13%
C=Cc1ccc(Cn2c(C(=O)O)c(CNCCc3ccccc3)c3ccc(C)cc32)cc1	-90*	?
Cc1cc(NC(=O)CSc2nc3c([nH]c4ccccc43)c(=O)n2-c2ccccc2)no1	47	-8%
COc1ccc2c(c1)sc1ncc(C(=O)NCc3cccc(C)c3)c(=O)n12	-3	17%
CCCCN(C)C(=O)c1ccc2c(c1)N(Cc1cccc(Cl)c1)C(=O)c1ccccc1S2=O (stereo not given)	-81*	-2%
COc1ccc(CCN2C(=O)N(c3ccc(F)cc3)C(=O)C2CC(=O)Nc2ccc(OC)cc2)cc1 (stereo not given)	12	-7%
CCN1CCN(Cc2c(O)ccc3oc(C)c(C(=O)Nc4cccc(C(F)(F)F)c4)c23)CC1	-31	9%
COc1ccccc1Cc1nc2ccccc2nc1SCC(=O)Nc1ccc2c(c1)OCO2	-24	17%
CC(=O)N1CCCc2cc(S(=O)(=O)N(C)CC(=O)Nc3ccc(Cl)cc3C)ccc21	-22	2%
COc1ccc(CC(=O)Nc2ccc(-c3nc4ccccc4s3)cc2Cl)cc1	-10	4%
CCN1C(=O)C(Cc2nc3ccccc3c(=O)n2-c2ccccc2)c2cc(Br)ccc21 (stereo not given)	-70*	-4%
COc1ccc(OC)c2sc(N(Cc3cccnc3)C(=O)c3ccc(C(C)=O)cc3)nc12	0	2%
CCC(=O)N1CCc2cc(S(=O)(=O)NCCC(=O)Nc3ccc(C)cc3)ccc21	-3	-5%
COc1ccc(-c2noc(CSc3nnc(Cc4ccccc4)n3-c3ccc(F)cc3)n2)cc1	-13	16%
COc1ccc(OC)c(CCNC(=O)c2ccc3c(c2)c(C)c(C)n3Cc2ccccc2)c1	0	2%
CCOC(=O)c1ccc(NC(=O)Cn2cc(C(=O)c3cccs3)c3ccccc32)cc1	-8	27%
CCn1c(=O)n(-c2ccc3c(c2)OCO3)c2nc(-c3ccc(C(C)C)cc3)nc(C(N)=O)c21	-2	1%
COc1ccc(C2NC(=O)N(C)C3=C2C(=O)N(c2ccc(C)cc2)C3)cc1 (stereo not given)	19	-4%
COc1ccc(CNC(=O)c2ccc3c(c2)CCN3S(=O)(=O)c2ccc(C)cc2)cc1	-18	20%
Cc1ccc(C(=O)c2cn(CC(=O)NC3CCCCC3)c3nc(C)ccc3c2=O)cc1	6	24%
COc1ccc(Cl)cc1NC(=O)CSC1=Nc2ccccc2C2=NC(CC(=O)NC3CCCCC3)C(=O)N12 (stereo not given)	-1	13%
CCc1ccc(NC(=O)C2CCN(c3nc(-c4ccc(OC)cc4)no3)CC2)cc1	-27	13%
O=C(Nc1ccc(Br)cc1C(=O)c1ccccc1Cl)c1ccc(Br)cc1	12	11%
COc1ccc(-c2nc3sc(CCNC(=O)c4cccc(C(F)(F)F)c4)c(C)n3n2)cc1	52	1%
COc1ccc2c(CNCCc3ccc(SC)cc3)c(C(=O)O)n(Cc3ccc(F)cc3)c2c1	-74*	16%
CCc1ccc(S(=O)(=O)NCCc2cn3ccsc3n2)cc1	?	-2%
Cc1cccc(N2CCN(C(=O)Cn3ncc4c5ccccc5n(C)c4c3=O)CC2)c1C	12	8%
CCc1cccc(C)c1NC(=O)CCCn1nc(C)c2sc3ccccc3c2c1=O	-3	-7%
Cc1ccc(Cn2c(CN3CCC(C(=O)NCc4ccccc4C)CC3)cc3ccccc32)cc1	19	-1%
CCOC(=O)CSc1nc2ccc(NC(=O)c3ccccc3F)cc2s1	10	16%
Cc1c(NC(=O)c2ccccc2)cc(C(C)C)c(O)c1S(=O)(=O)c1ccc(Cl)cc1	30	-4%
CC(=O)Nc1c(C(=O)Nc2ccccc2F)oc2ccccc12	5	4%
COc1ccccc1N1CCN(CC(O)COc2cc(C)cc(C)c2)CC1 (stereo not given)	-23	-5%
Cc1c(Cl)cccc1NC(=O)C(CCS(C)(=O)=O)N1Cc2ccccc2C1=O (stereo not given)	-11	4%
CC(C)CCN(Cc1ccco1)C(=O)c1cc2c(Cl)nc3ccccc3c2s1	-14	0%
COc1cccc(-n2c(SCC(=O)Nc3cccc(Cl)c3)nc3c(oc4ccccc43)c2=O)c1	2	-1%
Cc1ccc(NC(=O)CCn2nc(C)c(S(=O)(=O)N3CCCCC3)c2C)cc1Cl	97	4%
O=S(=O)(c1ccc2ccccc2c1)n1nc(-c2ccco2)nc1NCc1ccc(F)cc1	52	3%
CCc1ccc(NC(=O)c2sc3nc4c(cc3c2N)CN(CC)CC4)cc1	-27	3%
CCCS(=O)(=O)N1CC(=O)N(c2cc(C)cc(C)c2)C(C)(C(=O)NC2CCCCCC2)C1 (stereo not given)	0	4%
Cc1ccc(C)c(S(=O)(=O)c2nnn3c2nc(NC2CCCC2)c2sccc23)c1	-107*	1%
COc1ccccc1CNc1nc(-c2ccco2)nn1C(=O)c1cc(OC)c(OC)c(OC)c1	15	23%
COc1ccccc1-c1cc(C(=O)Nc2cc(OC)c(OC)c(OC)c2)no1	-29	17%
Cc1ccc(NC(=O)C2CCCN(c3nc4ccccc4s3)C2)c(C)c1 (stereo not given)	7	17%
O=C(COc1ccc2oc3c(c2c1)CCCC3)Nc1ccc(Br)cc1	?	6%
O=C(Nc1ccccc1C(=O)OCc1cc(=O)n2nc(C3CC3)sc2n1)c1cccc(Cl)c1	23	16%
Cc1ccc(NC(=O)C(Cc2c[nH]c3ccccc23)NC(=O)OCC(C)C)cc1 (stereo not given)	-2	1%

These rows are one share of the data; rates above refer to the full screens.
